# Compound activity from PubChem.
# Pf Dd2 growth: Plasmodium falciparum Dd2 growth inhibition; Potency, µM (top dose mostly 28.9 µM), for inactives: at the highest dose activity, negative = inhibition, hits mostly inhibitors; 4.3% of 120,000 active; P. falciparum Dd2 growth, SYBR Green, 72 h; active = well fitted inhibition curve with a large enough effect; inconclusive = small, poorly fitted or top-dose-only effect; inactive = no such curve, though single readings can be large or run the other way;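 note: plate controls were DMSO vehicle for no effect and reference drug for full effect; nearly all actives have a fitted effect of over 65% in size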
#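 Readout: SYBR Green fluorescence, 485 nm excitation, 535 nm emission, after ~16 h lysis at 37C. Before that, Dd2-infected red cells (2.5% hematocrit) grew 72 h with compound, 29 uM top final concentration.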
# Active calls of the source: *; i = inactive; ? = inconclusive; [ ] = dose if it differs, or a comment. Potency is the fitted concentration of half-maximal effect. A portion of the library; count on the stated rates, not on these rows.
Compound,Pf Dd2 growth
Cc1cccc(-n2nc(C3CC3)nc2-c2ccc(-c3nnn(C)n3)cc2)n1,-3%
Cc1nc2sc(C(=O)Nc3ccc(F)cc3)c(N)c2c(-c2ccc(Br)cc2)c1C(=O)Nc1ccc(Cl)cc1,?
CCOc1ccc(NC(=O)c2cc3c(s2)-c2ccccc2OC3)cc1,?
Fc1cccc(-c2cnc([C@@H]3COCCN3Cc3cnc[nH]3)[nH]2)c1,-20%[44.1 µM]
Cc1ccccc1NC(=O)N1CCC(CCNC(=O)c2cccs2)CC1,-13%
Cc1ccc(-c2nc3cnccn3c2NCCC(=O)NCc2ccco2)cc1,i
O=C1NCCCCCN(C(=O)NCc2ccccc2)[C@H]2CCCC[C@@H]12,0%
Cn1nccc1C(=O)N1CCC[C@H](n2c(=O)n(C)c3cccnc32)C1,i
COc1ccc(-c2nc3c(c(=O)[nH]2)CCNC3)cc1,-10%
CC(C)CCNC(=O)c1ccc2c(c1)CC(=O)N2Cc1ccc(F)cc1,?
COc1ccc(-c2nc3ccccc3o2)cc1NC(=O)COc1c(C)cc(Cl)cc1Cl,?
CN(C(=O)CSc1nc2c(c(=O)[nH]1)CCCC2)c1ccccc1,27%
COc1ccc(OC)c(CCNC(=O)C2=C(C)C(=O)OC23CCC(C)CC3)c1 (stereo not drawn),39%
CCN(CC)C(=O)c1c(-c2ccc(OC)cc2)noc1[C@H](C)O,-9%[44.1 µM]
Cc1ccc(C2NC(=O)N(CC(=O)Nc3ccc(C(C)C)cc3)C3=C2C(=O)OC3)cc1 (stereo not drawn),-20%
CCCCNC(=O)Cn1ncc2c(C)n(Cc3cccc(Cl)c3)c(C)c2c1=O,206%[activator][5.79 µM]
CCCN(CC1CCOC1)C(=O)Nc1ccc2c(c1)OCCO2 (stereo not drawn),?
COc1ccc(-c2n[nH]c3c2cnc2ccc(F)cc23)cc1,24%
O=C(c1ccncc1)N1C[C@@H]2C[C@H](C1)c1ccc(-c3cccc(C(F)(F)F)c3)c(=O)n1C2,i
Fc1ccc(Cn2c(-c3cccc(Br)c3)nc3ccccc32)cc1,?
CCOC(=O)c1c(NC(=O)c2ccc(S(=O)(=O)N3CCC(C)CC3)cc2)sc2c1CCN(C(C)C)C2,?
COc1ccc(-n2cc(CN3CCC(O)CC3)c(-c3cccc(F)c3)n2)cc1,13µM*
Cc1ccccc1C(=O)NC[C@@H]1CC[C@H]2C[C@@H]1C2(C)C,?
CCc1ccc(NC(=O)Cn2c(=O)c3cc(Cl)ccc3n3nncc23)cc1,i
CC(=O)N1CCN(C(=O)CSCC(=O)O)C[C@H]1C(=O)N[C@H]1CCCNC1=O,24%[44.1 µM]
COc1cc(C2C(C(=O)OC(C)C)=C(C)N=C3SCCC(=O)N32)ccc1OCc1ccccc1 (stereo not drawn),?
O=C(c1cc(F)ccc1F)N1CC(c2nc(CCc3ccccc3)no2)C1,-13%
COCCNC(=O)c1nc(-c2cccnc2)c2ccccn12,-22%[44.1 µM]
O=C1NC2(Cc3ccccc31)CN(Cc1c[nH]c3ccccc13)C2,-10%
CC1CCN(C(=O)C2COc3ccccc3C2)CC1 (stereo not drawn),23%
COc1ccc(Cn2c(CO)cnc2SCC(=O)NCc2ccco2)cc1,27%
COCCO[C@H]1COCCN(C2CCOCC2)C1,-7%[44.1 µM]
COc1ccc(-c2cc(N3CCN(C(=O)c4ccc(F)cc4F)CC3)n[nH]2)cc1,i
Cc1noc(C)c1CC(=O)NCC1CCN(c2cc(-c3ccccc3)[nH]n2)CC1,i
CCC(CC)CN1CC2(CCN(C(=O)c3cn4cccnc4n3)CC2)OC1=O,-12%
O=C1CC(c2ccccc2)N(C(=O)c2ccco2)CCCCCCN1 (stereo not drawn),-16%
c1cn(-c2ccc3cn[nH]c3c2)c(-c2cc3n(n2)CCCNC3)n1,8%
Cc1c2cnn(CC(=O)NCCc3ccccc3)c(=O)c2c(C)n1Cc1ccccc1Cl,-4%
COCCn1cnc2ccc(-c3ccc4c(c3)OCO4)nc2c1=O,?
Cc1ccccc1C1=CCN(c2ncc(NC(=O)c3ccc(Cl)cc3)cc2C(=O)O)CC1,-2%
Cc1ccc(OCC(=O)Nc2cccc3ccc(C)nc23)c(C)c1,34%[activator]
CC(=O)NCC(=O)N1CCC(n2cc(-c3nc(-c4ccccc4)no3)nn2)CC1,?
COc1ccc(C)cc1NS(=O)(=O)c1ccc(-c2cnc(C3CC3)o2)cc1,15%
Cc1ccc(-n2nc3n(c2=O)CCN(C(=O)C(C)(C)C)C3)cc1,1%[44.1 µM]
Cc1ccc(C)c(-c2cc(C(=O)N3CCCC3c3nncn3C(C)C)[nH]n2)c1 (stereo not drawn),-17%
NC1CCCN(c2cc(N3CCCC3)ncn2)C1 (stereo not drawn),-6%[5.79 µM]
Cc1ccc(-c2nc(N3CCOCC3)cc3c2CN(Cc2cnn(C)c2)C3=O)cn1,i
CS(=O)(=O)CC[C@H](NC(=O)C1=C[C@@H](NC(=O)CCN)[C@@H](O)[C@H](O)C1)C(N)=O,0%[44.1 µM]
COc1ccc(NC(=O)CNC(=O)Cn2c(C)cc3ccccc3c2=O)cc1OC,14%
O=C(CSc1nccn1Cc1ccco1)Nc1ccc(OC(F)(F)F)cc1,110%[activator]

# Continued.
SMILES,Pf Dd2 growth
CCC(=O)N1CCCC(c2nc(-c3cccnn3)no2)C1 (stereo not drawn),12%
c1ccc(CN2CCC(Cc3nncn3-c3ccccc3)C2)cc1 (stereo not drawn),-11%
CN1C(=O)CCCCC1C(=O)NCC1CCN(Cc2cccc(F)c2)CC1 (stereo not drawn),?
COc1cc(OC)c(N(C)C(=O)c2sc3nc4n(c(=O)c3c2C)CCCC4)cc1Cl,-28%
CCOc1ccccc1CNC(=O)CSc1nnc(C)c2c(C)n(-c3ccccc3)nc12,-4%
NC(=O)C1CCN(Cc2nnc3cc(-c4nc(-c5ccccc5)no4)ccn23)CC1,-25%
O=C(O)C1(n2cnc3ccccc32)CCN(c2nc3ccccc3s2)CC1,-13%
Cc1ccc(-c2cc(N3CCC(CNC(=O)c4ccc[nH]4)CC3)n[nH]2)cc1,?

# The last 3 records of the section before lead into the next.
SMILES,Pf Dd2 growth
NC(=O)C1CCN(Cc2nnc3cc(-c4nc(-c5ccccc5)no4)ccn23)CC1,-25%
O=C(O)C1(n2cnc3ccccc32)CCN(c2nc3ccccc3s2)CC1,-13%
Cc1ccc(-c2cc(N3CCC(CNC(=O)c4ccc[nH]4)CC3)n[nH]2)cc1,?
COc1ccc(C(=O)Nc2nc3c(s2)C[C@@H]2[C@](C)(CO)[C@H](O)CC[C@@]2(C)[C@@H]3CC(=O)N(C)Cc2ccccc2)cc1,?
O=C(c1ccc(Cn2cccn2)o1)N1CCCC2(CCC(=O)N(C3CC3)C2)C1 (stereo not drawn),6%
COc1ccc(NC(=O)c2ccc3c(SCC(=O)O)c4c(nc3c2)CCCC4)cc1OC,?
Cc1ccc(NC(=O)/C(C#N)=C/c2ccc(-c3ccc(Cl)c(C(=O)O)c3)o2)cc1C,25%
COc1ccc(NC(=O)c2oc3ccccc3c2NC(=O)c2cc(=O)c3cc(Cl)ccc3o2)cc1,29%
OCC1(CC2CC2)CCCN(Cc2ccccc2OC(F)F)C1 (stereo not drawn),?
CCc1ccccc1NC(=O)Cn1c(=O)ccc2cc(S(=O)(=O)N3CCCC3)ccc21,10%
CC(C)N1C(=O)C2(CCCCC2)C1C(=O)NCCCN1CCN(C)CC1 (stereo not drawn),15%
O=C1C(c2ccccc2)CC2(CCN(c3cnccn3)CC2)CN1C1CC1 (stereo not drawn),-11%
CN(c1cc(=O)c2ccnc(Nc3ccn(C)n3)c2o1)C1CCOCC1,-22%[44.1 µM]
CC(=O)N1CCCN(c2ncnc3c2CN(C2CCCNCC2)C(=O)CN3C)CC1 (stereo not drawn),14%
COc1ccc(Cn2c(C3CCN(C(=O)c4ccccc4OC)CC3)n[nH]c2=O)cc1,4%
CN1CCOc2c(C(=O)NCCc3cnc[nH]3)cc(-c3cccc4[nH]ccc34)cc21,?
COc1cc(C2CC(=O)Nc3c2c(=O)nc2c(C)cccn32)cc(OC)c1OC (stereo not drawn),12%
O=C(O)CSc1nc2ccc(NC(=O)COc3ccc(Cl)cc3)cc2s1,?
CCOc1ccc(C(=O)Nc2c(C(=O)Nc3ccccc3F)oc3ccccc23)cc1OCC,16%
CCOc1ccccc1NC(=O)c1c(NC(=O)c2cccc(C)c2)sc2c1CCC2,?
CCCCOC(=O)c1ccc(NC(=O)C2(c3cccs3)CCOCC2)cc1,-13%
CCc1ccccc1Nc1nc2cc(Cl)c(Cl)cc2nc1-n1nc(C)cc1C,5%
Cc1cc(=O)n(CC(=O)Nc2ccccc2F)c(-c2ccccc2)n1,?
O=C(c1ccoc1)N1CCCC(CN2CCOCC2)CC1 (stereo not drawn),-13%
Cc1cc(C)cc(Nc2ncnc3onc(-c4ccc(F)cc4)c23)c1,i
CCS(=O)(=O)c1ccc2oc([C@H]3CCN(Cc4ccc(OC)cc4)C3)nc2c1,?
COc1ccc(CC(=O)NCc2cn[nH]c2-c2ccc(C)cc2)cc1,-11%
COc1ccc(C(=O)N[C@H]2C[C@@H](c3nc(-c4ccncc4)no3)N(C)C2)cc1,?
CC(C)(C)C(=O)Cn1ccn2nc3c(c2c1=O)CCCC3,-24%
Cc1ccc(NC(=O)CN2C(=O)COc3ccc(S(=O)(=O)N4CCOCC4)cc32)c(Cl)c1,-12%
CC1=NOC2(CCN(Cc3ccc(F)cc3)CC2)C1,i
COc1ccc(N2Cc3c(NC4CCCC4)ncnc3N(C)CC2=O)cc1,-1%
Cc1ccc(CN2C(=O)c3oc4ccc(C)cc4c(=O)c3C2c2ccc(O)cc2)cc1 (stereo not drawn),-30%
Cc1ccccc1NC(=O)C1CCN(S(=O)(=O)c2c(C)noc2/C=C/c2ccco2)CC1,?
CCOc1ccc(NC(=O)c2ccc3c(c2)c(C)c(C)n3Cc2ccc(F)cc2)cc1,i

# An excerpt of these results, with each value named.
COc1ccc(N2Cc3c(NC4CCCC4)ncnc3N(C)CC2=O)cc1
  Pf Dd2 growth = -1%

Cc1ccc(CN2C(=O)c3oc4ccc(C)cc4c(=O)c3C2c2ccc(O)cc2)cc1 (stereo not drawn)
  Pf Dd2 growth = -30%

Cc1ccccc1NC(=O)C1CCN(S(=O)(=O)c2c(C)noc2/C=C/c2ccco2)CC1
  Pf Dd2 growth = ?

CCOc1ccc(NC(=O)c2ccc3c(c2)c(C)c(C)n3Cc2ccc(F)cc2)cc1
  Pf Dd2 growth = i

# Next section
SMILES,Pf Dd2 growth
Cn1nc(CC2CCN(C(=O)c3cnon3)CC2)n(-c2ccccc2)c1=O,-12%
Cc1cc(C)n(CCC(=O)N2CC[C@@H]3CN(S(C)(=O)=O)[C@@H]3C2)n1,20%
Cc1ccc(CN2CCCOCCNC(=O)[C@@H]3CCCC[C@@H]32)o1,?
Cc1noc(-c2ccc(OC3CN(C(=O)c4sccc4C)C3)cc2)n1,i[5.79 µM]
CCc1nnc2c(NCc3ccccc3)nc3ccccc3n12,3%
COc1ccc(NC(=O)c2cc(-c3ccc[nH]3)n[nH]2)c(OC)c1,-2%
COCCn1c(C)cc(C(=O)N2CCCC(Cc3noc(-c4cnccn4)n3)C2)c1C (stereo not drawn),?
Cc1nc(C)c(C(=O)N2CCC(Cc3nc(C4CC4)n[nH]3)CC2)s1,16%
O=C(O)C1CN(S(=O)(=O)C2CC2)CC12CCCCC2 (stereo not drawn),9%
Fc1ccccc1CN1CCNc2cc(Nc3cccnc3)ncc2C1,?
COc1ccccc1N1CCN(S(=O)(=O)c2ccc(-n3cnnn3)cc2)CC1,12%
CCCCN(CCCC)CCNC(=O)CN1C(=O)CSc2ccc(S(=O)(=O)N3CCOCC3)cc21,?
CC(C)(C)c1ccc(-n2ncc3c2CCCC3NC(=O)Cc2n[nH]c(=O)[nH]2)cc1 (stereo not drawn),-13%
Cc1ccc(CN2CCC[C@H]2C(=O)N2CCCCCCNC(=O)CC2)o1,i
O=C(c1n[nH]c(=O)c2ccccc12)N1CCC(c2nc(CCOCC3CC3)no2)C1 (stereo not drawn),8%
COCC1CN(C(=O)c2ccc(Cc3c(C)noc3C)o2)CC12CCNCC2 (stereo not drawn),i
CCOc1ccc(NC(=O)CCNS(=O)(=O)c2cccc3nonc23)cc1,-17%
O=C(c1ccccc1)N1CCCC2(CN[S+](=O)([O-])c3ccccc3N2)C1 (stereo not drawn),-6%
COc1ccccc1C(=O)CC1(O)C(=O)N(CC(N)=O)c2ccccc21 (stereo not drawn),20%
CCOc1ccc(OCC)c(NC(=O)c2cnc3c(-c4ccccc4)c(C)nn3c2C)c1,i
O=C(N[C@@H]1CCC[C@@H]1C(=O)NCc1ccc2c(c1)OCO2)c1ccncc1,6%
CCc1ccc(-n2nc(C)c3c(C(=O)Nc4cc(OC)cc(OC)c4)cc(C)nc32)cc1,?
Cc1ccoc1C(=O)N1CCC(C2CCN(Cc3cccc(F)c3F)CC2)C1 (stereo not drawn),-15%
COc1ccc(CCNC(=O)Cn2ccn3nc4c(c3c2=O)CCCC4)cc1OC,i
Cc1ccc(C)c(CN2CCC3(CCC(=O)N(CCc4ccncc4)C3)CC2)c1,-20%

# Filtered by structure: the compounds so far containing bromine
SMILES,Pf Dd2 growth
Cc1nc2sc(C(=O)Nc3ccc(F)cc3)c(N)c2c(-c2ccc(Br)cc2)c1C(=O)Nc1ccc(Cl)cc1,?
Fc1ccc(Cn2c(-c3cccc(Br)c3)nc3ccccc32)cc1,?
